# B2AR arrestin = qHTS assay of beta-arrestin-biased ligands of beta2-adrenergic receptor; Beta-2 adrenergic receptor (Homo sapiens), P07550; beta-arrestin recruitment to beta2AR, cell-based reporter; Potency, µM (doses to about 46.1 µM), for inactives: top-dose activation, most hits filed as activators; hit rate 0.02% among 330,000;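 further: potency means the concentration at half of the fitted maximal effect; 0% = DMSO controls and full agonism = EC100 isoproterenol or metaproterenol; nearly all actives have a fitted effect of over 65% in size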
# Target sequence (P07550 whole entry, looked up): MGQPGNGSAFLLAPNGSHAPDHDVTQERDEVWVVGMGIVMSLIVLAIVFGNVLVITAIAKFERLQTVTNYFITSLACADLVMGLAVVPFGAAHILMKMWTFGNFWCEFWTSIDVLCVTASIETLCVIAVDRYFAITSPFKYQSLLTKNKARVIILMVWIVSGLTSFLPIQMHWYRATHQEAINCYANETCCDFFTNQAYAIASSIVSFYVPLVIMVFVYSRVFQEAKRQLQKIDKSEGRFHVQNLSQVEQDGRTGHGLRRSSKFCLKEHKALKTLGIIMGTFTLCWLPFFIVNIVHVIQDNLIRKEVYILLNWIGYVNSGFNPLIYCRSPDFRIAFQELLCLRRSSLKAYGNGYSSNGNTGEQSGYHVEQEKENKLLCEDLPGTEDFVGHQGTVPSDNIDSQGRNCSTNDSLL
# Giardia kill = Small Molecules that selectively kill Giardia lamblia: qHTS | Giardia lamblia trophozoite viability | activity change, % at 7.66 µM, hits read low | hit rate 0.15% among 340,000 | AID 540267, 2011; in the data active means activity change below about -80%; inconclusive means between about -30% and that limit;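 further: parasites exposed to compound for two days anaerobically before the ATP read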
#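 Giardia trophozoites, 100 cells per well, were exposed to compounds for 48 hrs at 37 deg C under anaerobic conditions; viability was then read as ATP content by bioluminescence after 15-30 min at room temperature.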
# uPA generation = qHTS for Inhibitors of Cell Surface uPA Generation. cell surface uPA generation assay, qHTS. Potency, µM (titrated, usually from 38.3 µM), without a hit: top-dose activity change, negative = inhibition, usual class: inhibitors. hit rate 0.31% among 330,000. AID 540303, 2011; active means well fitted inhibition curve with a large enough effect; inconclusive means small, poorly fitted or top-dose-only effect; inactive means no such curve, though single readings can be large or run the other way; tested in mouse RAW 264.7 cells; further: potency means the concentration at half of the fitted maximal effect; nearly all actives have a fitted effect of over 55% in size
# Coupling enz = qHTS Assay for Inhibitors of Fructose-1,6-bisphosphate Aldolase from Giardia Lamblia: Coupling assay counterscreen; coupling enzyme system counterscreen, AmpLite Red fluorescence; hit rate 0.67% among 290,000; activity change, negative = inhibition, % at 58.2 µM, hits read low; AID 2472, 2010; in the data active means activity change below about -30%
#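 Activity here indicates interference with the coupling reaction, not aldolase inhibition. Compounds at 57.5 uM final met coupling enzymes for 10 min at RT; substrate and AmpLite Red detection followed, with a 525/598 nm fluorescence read after 20 min.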
# KCNH2 3.1 inh = qHTS for Inhibitors of KCHN2 3.1: Mutant qHTS. U2OS KCNH2 3.1, thallium flux FluxOr; active compounds read low. activity change, % (tested at about 1.8 µM). hit rate 0.95% among 340,000;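 active means maximum activity change below -70%; inconclusive means maximum activity change from -70% to -50%; inactive means maximum activity change above -50%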;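 further: thallium influx rate constant from kinetic fluorescence after stimulation buffer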
#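 Normalized rate constant (relative to positive and negative DMSO controls) derived from a 2 min kinetic fluorescence read after stimulation; U2OS cells expressing the 3.1 isoform via virus at 1.77 x 10^8 /mL.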
# GALK inh = qHTS Assay for Inhibitors of Human Galactokinase (GALK); Potency, µM (doses to about 57.5 µM), for the others: at the top dose activity change, negative = inhibition, most hits filed as inhibitors; AID 1868, 2009; Purified GALK, Kinase-Glo residual ATP luminescence; P51570; hit rate 0.007% among 270,000; further: potency means the concentration at half of the fitted maximal effect
#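 ATP-depletion format; final 35 uM ATP, 100 uM D-galactose, 5 nM enzyme; pH 8.0 HEPES/Mg2+ buffer; 60 min RT; luminescence read 10 min after detection reagent.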
# Eya2 inh = qHTS Assay for Inhibitors of the Phosphatase Activity of Eya2; recombinant Eya2, OMFP fluorescence dephosphorylation (OMFP is methylfluorescein phosphate); Potency, µM (doses to about 76.9 µM), for the others: top-dose activity, negative = inhibition, usual class: inhibitors; Protein phosphatase EYA2 (Homo sapiens), O00167; AID 488837, 2010; hit rate 0.006% among 330,000; further: potency means the concentration at half of the fitted maximal effect
#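 Eya2 protein (added as 0.2 uM solution) was preincubated with compound for 10 min at ambient temperature in 50 mM HEPES pH 7.5, 50 mM NaCl, 5 uM MgCl2, 0.05% BSA, 1 mM DTT. OMFP (added at 50 uM) then reacted 10 min; fluorescence read at 485/525 nm.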
# hERG WT inh = qHTS for Inhibitors of KCHN2 3.1: Wildtype qHTS. Voltage-gated inwardly rectifying potassium channel KCNH2 (Homo sapiens), Q12809. U2OS, BacMam KCNH2, thallium flux FluxOr; active compounds read low. activity change, % at 1.84 µM. hit rate 0.37% among 340,000. AID 720551, 2013;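 active means maximum activity change below -70%; inconclusive means maximum activity change between -70% and -50%; inactive means maximum activity change above -50%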
#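 U2OS cells transduced with wild-type KCNH2 virus are loaded with FluxOr dye for 45 min, and thallium flux is measured in kinetic reads before and after stimulation buffer. Rate constants are normalized to DMSO controls.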
# PKM2 act = qHTS Assay for Activators of Human Muscle isoform 2 Pyruvate Kinase; AID 1631, 2009; purified PKM2, Kinase-Glo ATP luminescence, activation; response scale: 0% is enzyme alone, no compound; hit rate 0.34% among 260,000; Potency, µM (series often up to 57.5 µM), for inactives: at the top dose activation, most hits filed as activators; Pyruvate kinase PKM (Homo sapiens), P14618; further: potency means the concentration at half of the fitted maximal effect; nearly all actives have a fitted effect of over 55% in size
#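 ATP formation by purified human PK-M2, quantified via coupled luciferase luminescence after 1 h at room temperature with 0.1 mM ADP and 0.5 mM PEP final.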
# USP2a block = qHTS Assay for Inhibitors of Ubiquitin-specific Protease USP2a Using CHOP2 as the Reporter. Ubiquitin carboxyl-terminal hydrolase 2 (Homo sapiens), O75604. USP2 core, Ub-CHOP2 coupled fluorogenic reporter, 485/531. Potency, µM (highest dose often 38.3 µM), for the others: at the highest dose activity change, negative = inhibition, actives largely listed as inhibitors. hit rate 0.01% among 330,000;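 further: potency means the concentration at half of the fitted maximal effect; plate controls were DMSO wells for no effect and full inhibition by NEM control for full effect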
# Target sequence (O75604 whole entry, looked up): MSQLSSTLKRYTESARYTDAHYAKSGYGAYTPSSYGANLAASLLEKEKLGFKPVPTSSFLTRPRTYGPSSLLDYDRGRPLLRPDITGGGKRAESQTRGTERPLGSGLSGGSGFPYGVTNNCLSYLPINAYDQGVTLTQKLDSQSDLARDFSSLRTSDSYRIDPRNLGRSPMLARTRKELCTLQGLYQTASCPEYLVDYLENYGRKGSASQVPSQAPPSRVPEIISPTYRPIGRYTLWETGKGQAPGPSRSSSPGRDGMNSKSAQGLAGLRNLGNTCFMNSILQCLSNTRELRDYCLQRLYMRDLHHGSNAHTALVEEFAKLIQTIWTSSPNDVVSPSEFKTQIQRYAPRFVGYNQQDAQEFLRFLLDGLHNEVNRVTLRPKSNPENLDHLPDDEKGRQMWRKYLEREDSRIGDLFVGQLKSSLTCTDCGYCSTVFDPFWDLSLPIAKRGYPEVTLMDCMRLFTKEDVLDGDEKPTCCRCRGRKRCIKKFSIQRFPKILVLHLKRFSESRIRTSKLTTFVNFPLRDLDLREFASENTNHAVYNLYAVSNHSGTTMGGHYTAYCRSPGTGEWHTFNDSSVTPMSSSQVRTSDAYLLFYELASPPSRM
#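 Cell-free coupled assay: 10nM USP2 core preincubated 30min RT with compound in Tris-HCl pH 8.0/CaCl2/CHAPS buffer, then 25nM Ub-CHOP2 and 25nM reporter substrate; fluorescence (Ex 485/Em 531) read after 60min RT, normalized to NEM inhibition, concentration-response curves fitted.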
# Chronic BCR inh = qHTS Assay to Find Inhibitors of Chronic Active B-Cell Receptor Signaling; ABC-DLBCL IkBa-CBG/CBR reporter, luminescence ratio, 4 h; Potency, µM (doses to about 46.1 µM), for inactives: at the top dose ratio change, negative = lower green/red ratio, actives largely listed as inhibitors; hit rate 0.05% among 340,000; AID 493014, 2011; active means well fitted inhibition curve with a large enough effect in the signal ratio, with a control signal flat, not every such curve was filed as active; inconclusive means small, poorly fitted or top-dose-only effect, or effect the other way, or a change in a side signal; the % refers to the signal ratio;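 further: potency means the concentration at half of the fitted maximal effect; plate controls were basal doxycycline-induced cells for no effect and cells given 10 µM MG132 for full effect; MG132 reads +100%, hits lower the ratio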
#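 Cell line TMD8 (human ABC DLBCL), stably expressing tet-inducible CBG68-IkBa fusion and CBR; IMDM/0.5% FBS; cpd up to 46 uM; dox induction, 4 h, 37C/5% CO2; dual luminescence; green/red ratio; MG132 control.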
# The depositor's hits bear a star; i = inactive; ? = inconclusive; · = no result given. Unless noted, the call rests on the fitted dose curve; in most records, active means well fitted curve in the direction sought with a large enough effect; inconclusive means small, poorly fitted or top-dose-only effect, or another doubt; inactive means no such curve, though single readings can be large; an effect the other way counts as inactive or inconclusive. Unless noted, on the % scale 0 is the no-effect control and ±100 the full control effect.
SMILES,B2AR arrestin,Giardia kill,uPA generation,Coupling enz,KCNH2 3.1 inh,GALK inh,Eya2 inh,hERG WT inh,PKM2 act,USP2a block,Chronic BCR inh
Cc1ccc2c(CC(=O)OC(C)C(=O)Nc3ncc(Cl)cc3Cl)coc2c1 (stereo unspecified),-0.6%,-1,-8%,6,-3,-1%,-3%,-14,0%,-1%,-2%
COc1ccc(C2=CN(Cc3ccccc3)C(c3ccccc3)CC2=O)cc1 (stereo unspecified),0.3%,-18,-15%,·,20,·,7%,-9,·,0%,2%
O=C(CCNC(=O)c1ccc([N+](=O)[O-])cc1)NC1CCCCCC1,0.0%,8,0%,·,12,·,19%,-1,·,-2%,?
O=C(c1ccc(Cl)c(S(=O)(=O)N2CCCC2)c1)N1CCN(c2ccccc2F)CC1,-1.0%,18,2%,0,-3,1%,4%,i,3%,2%,3%
Cc1cc(=O)n2[nH]c(-c3cccnc3)nc2n1,0.4%,·,·,1,·,1%,7%,·,-19%,2%,?
CCCCn1nc(C(=O)N(C)CC(=O)Nc2ccc(F)c(F)c2F)ccc1=O,-0.1%,13,0%,·,12,·,3%,-5,·,2%,-1%
Cc1ccsc1C(=O)OCC(=O)NC1CCS(=O)(=O)C1 (stereo unspecified),-0.3%,-7,8%,2,3,-1%,-1%,2,1%,2%,-14%
Cc1nc(SCC(N)=O)[nH]c(=O)c1CCC(C)C,-0.1%,6,1%,-1,-5,2%,0%,4,?,2%,2%
O=C(CCNc1ccc(F)cc1)c1ccco1,0.0%,-19,-14%,-10,-1,0%,4%,3,9%,0%,?
O=C(c1cc(-c2ccccn2)nc2c(Cl)cccc12)N1CCN(C(=O)C2CCCO2)CC1 (stereo unspecified),-0.4%,-19,5%,3,18,5%,6%,1,7%,-1%,-2%
Cc1cccn2c(=O)c3cc(C(=O)NC4CCCCC4)c(=N)n(CCN4CCOCC4)c3nc12,0.1%,21,-16%,1,6,-1%,?,-8,-1%,5%,?
O=C(Nc1nc2c(s1)CCCC2)c1cccs1,-1.2%,?,-13%,0,-4,3%,17%,-12,-34%,1%,?
O=C(Nc1ccnn1C1CCN(C2CCCC2)CC1)c1ccccc1,-0.5%,-21,-3%,·,·,-2%,3%,13,-1%,0%,?
CCc1nc(SCC(=O)Nc2c(C)n(C)n(-c3ccccc3)c2=O)n[nH]1,0.4%,-15,-2%,2,20,5%,0%,0,1%,2%,0%
O=C(COc1ccc(S(=O)(=O)N2CCOCC2)cc1)Nc1ccccc1C(F)(F)F,0.2%,7,·,6,7,4%,-1%,3,-7%,0%,3%
O=C(CSc1nnc(-c2ccncc2)o1)c1ccc2c(c1)OCCO2,-0.2%,-2,2%,-1,-20,8%,-7%,0,2%,0%,1%
O=C(Nc1nnc(C2=COCCO2)o1)C1CCCCC1,-0.2%,26,1%,1,18,-3%,-5%,-4,-4%,-4%,9%
CC(=O)c1nnn(-c2nc(N)nc(N(c3ccccc3)c3ccccc3)n2)c1C,0.3%,-4,-3%,3,6,1%,-12%,-2,-17%,5%,10%
CCCCNC(=S)Nc1ccc(C(F)(F)F)cc1,0.1%,9,2%,1,8,10%,2%,-6,-3%,0%,-8%
O=C(CCN1C(=O)c2ccccc2S1(=O)=O)Nc1ccc(F)c(F)c1F,-2.5%,-14,5%,·,-4,·,-6%,-4,·,-1%,-7%
CCOCCCNC(=O)c1ccc(NC(=O)C2=CSCCO2)cc1,0.3%,9,-83%,·,?,2%,2%,-2,·,2%,1%
CSCc1ccc(C(=O)Nc2cccc(C)c2C)cc1,-1.1%,-13,-1%,-8,-8,1%,-7%,-1,-3%,3%,?
COC(=O)c1ccccc1NC(=S)N1CCN(c2ccc(OC)cc2)CC1,0.0%,-3,7%,-1,1,0%,9%,6,-7%,2%,-6%
Cc1ccc(C(c2sc3nc(C)nn3c2O)N2CC(C)OC(C)C2)cc1 (stereo unspecified),0.1%,-3,-2%,1,-4,-4%,7%,2,1%,0%,1%
Cc1ccc(C(=O)CC(c2cccs2)S(=O)(=O)c2ccc(C)cc2)cc1 (stereo unspecified),0.0%,?,1%,5,5,1%,-3%,-4,-10%,-2%,2%

# (further entries)
SMILES,B2AR arrestin,Giardia kill,uPA generation,Coupling enz,KCNH2 3.1 inh,GALK inh,Eya2 inh,hERG WT inh,PKM2 act,USP2a block,Chronic BCR inh
O=C(NCCOC(=O)c1ccc([N+](=O)[O-])cc1)c1cccnc1,0.0%,-5,-1%,-2,3,-1%,-5%,-3,21%,-3%,5%
COc1ccc(CCNC(=O)COC(=O)c2cncc(Br)c2)cc1OC,0.1%,-6,?,·,-5,·,6%,-21,·,4%,1%
O=C(NN=Cc1ccccc1OC(F)F)c1cccc(S(=O)(=O)N2CCCC2)c1,-0.3%,-2,7%,·,2,·,-4%,5,·,2%,?
O=C(NCc1ccco1)c1ccc(C(=O)NCc2ccco2)s1,-0.3%,-3,4%,0,-16,0%,14%,-3,7%,2%,23%
COc1ccc(/C(N)=N/OC(=O)Cc2ccccc2[N+](=O)[O-])cc1,4.3%,2,2%,1,·,1%,2%,6,2%,-3%,?
O=C(Oc1ccc2c3c(c(=O)oc2c1)CCC3)c1ccco1,0.2%,2,0%,-1,0,-3%,-16%,1,9%,-2%,0%
Cc1cc(C(F)F)n2ncc(C(=O)O)c2n1,0.0%,9,-2%,0,2,-2%,0%,2,-11%,-7%,-2%
Cc1ccc(/C(N)=N/OC(=O)c2ccco2)cc1,0.1%,-4,-2%,0,-3,2%,-4%,-2,-30%,3%,?
CSc1ccc(S(=O)(=O)NCC(=O)OCC(=O)N(Cc2ccccc2)C(C)C)cc1[N+](=O)[O-],-2.0%,-17,-3%,·,-36,·,3%,-5,·,-1%,?
O=C(NCC1CCCO1)c1ccc2c(=O)n(CCc3ccccc3)c(=O)[nH]c2c1 (stereo unspecified),0.0%,1,3%,-1,0,-1%,-25%,2,-1%,2%,10%
O=S1(=O)CCC(NS(=O)(=O)c2cccc3cccnc23)C1 (stereo unspecified),0.2%,-5,2%,2,0,-1%,0%,-2,-11%,2%,-1%
COCCCNC(=O)[C@H](Cc1c[nH]c2ccccc12)NC(=O)OCc1ccccc1,-0.6%,?,0%,0,9,5%,5%,-8,·,2%,-1%
N=c1c(S(=O)(=O)c2ccccc2)cc2c(=O)n3ccccc3nc2n1CC1CCCO1 (stereo unspecified),0.1%,-1,-1%,-1,-9,0%,1%,4,10%,0%,3%
CCn1c(SCC(=O)NC(=O)NC(C)(C)C)nc2ccccc21,0.3%,-1,-2%,5,1,0%,-3%,-9,2%,4%,2%
O=C(O)CSc1nnc(COc2ccc([N+](=O)[O-])cc2)n1-c1ccccc1,-0.9%,2,8%,11,13,-3%,-17%,-3,1%,4%,2%
Cc1nn(Cc2ccc(F)cc2)c(Cl)c1/C=N/NC(=O)c1cccnc1,-1.0%,2,4%,3,0,0%,-4%,-11,0%,-1%,3%
Nc1cc(N)nc(SCC(=O)Nc2cccc(S(=O)(=O)N3CCCCC3)c2)n1,-0.2%,17,3%,·,-1,·,2%,-3,·,3%,-10%
CCOc1ccccc1NC(=O)COC(=O)c1cc(C(=O)OC)cc([N+](=O)[O-])c1,0.3%,22,-2%,3,-17,2%,6%,6,5%,3%,0%
Cc1noc(C)c1NC(=O)Nc1ccc2c(c1)C(=O)N([C@H](C)CO)C[C@H](C)[C@@H](CN(C)S(=O)(=O)c1cccs1)O2,-0.3%,-1,8%,·,24,·,22%,-3,·,1%,0%

# Screens as filed in PubChem BioAssay.
